Screens as filed in PubChem.
CHO parental Ca: signal in parental CHO cells, OX1R antagonist counter-screen; parental CHO-K1, ATP-induced calcium, Fluo-8 fluorescence; inhibition, % at 5.6 µM; hit rate 0.63% among 330,000;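 active means inhibition above that plate's mean sample inhibition plus 3 SD, cut at about 26% in these data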;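 further: 0% = ATP-challenged DMSO wells and 100% = DMSO wells without ATP; some compounds past the cut are filed as inactive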
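Material: Parental CHO cells | Reagent: ATP | Compound dosing: Single nominal dose of 5.6 µM per compound | Detection: Intracellular calcium via Fluo-8 no-wash fluorescent dye | Read-out: % inhibition of ATP-induced calcium mobilization | Benchmarks: Low control ATP plus DMSO, high control DMSO only | Replicates: Singlicate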
OXTR potentiate: potentiates the human oxytocin receptor response; P30559; CHO-OTR cells, Fluo-8 calcium fluorescence, potentiator mode; 0% = oxytocin EC15, 100% = EC100; activation, % at 3 µM; hit rate 0.061% among 320,000; AID 2445;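 active means activation above that plate's cutoff, the mean activation of tested compounds plus 3 SD, cut at about 6.6% in these data, passing the limit was not always enough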;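 further: 100% uses oxytocin at 75 nM as the full agonist control; some results filed as inactive read as strong as hits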
Target sequence (P30559 whole entry, looked up): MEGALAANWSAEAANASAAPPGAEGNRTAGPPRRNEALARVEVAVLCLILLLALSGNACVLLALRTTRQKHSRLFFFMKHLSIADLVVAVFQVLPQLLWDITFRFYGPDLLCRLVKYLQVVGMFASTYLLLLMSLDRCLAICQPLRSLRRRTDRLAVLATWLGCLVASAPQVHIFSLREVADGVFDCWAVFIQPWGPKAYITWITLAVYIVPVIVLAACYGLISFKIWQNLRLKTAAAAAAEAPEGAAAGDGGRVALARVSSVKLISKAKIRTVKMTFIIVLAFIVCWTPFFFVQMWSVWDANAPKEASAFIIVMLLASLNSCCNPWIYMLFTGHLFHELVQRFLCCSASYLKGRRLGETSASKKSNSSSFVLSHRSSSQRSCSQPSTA
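System: human OTR in CHO cells / Also added: sub-maximal oxytocin, roughly EC15 / Control set: EC15 oxytocin low, 75 nM oxytocin high / Schedule: 6 min compound pre-incubation at room temperature, 100 s kinetic read / Compound: single-point 3.0 µM / Replication: singlicate / Technique: Fluo-8 calcium dye fluorescence / Read-out basis: % activation of max/min ratio relative to oxytocin controls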
TAAR1 antag: antagonists of human TAAR1; CHO RD-HGA16 TAAR1, Fluo-8 calcium fluorescence, antagonist; hit rate 1.5% among 360,000; inhibition, % at 3 µM; Q96RJ0;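 active means inhibition above a per-plate cutoff, the mean inhibition of test compounds on that plate plus 3 SD, cut at about 49% in these data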;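 further: 0% = DMSO plus EC80 beta-PEA response and 100% = DMSO alone without agonist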
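test system = CHO RD-HGA16 cells bearing hTAAR1 | replication = singlicate | controls = DMSO-only wells and EC80 β-PEA-stimulated wells | reagent = EC80 β-phenethylamine stimulus | read-out basis = percent inhibition of PEA-evoked calcium signal, max/basal emission ratio | schedule = seeding 17-24 h prior, 75-min 37 °C, 30-min RT dye loading | signal = kinetic Fluo-8 calcium fluorescence measurement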
M1 PAM: potentiates human M1 receptor response to acetylcholine. CHO-K1 hM1, Fluo-8 calcium fluorescence, ACh EC20; 0% = ACh EC20, 100% = maximal ACh. activation, % at 3 µM. hit rate 0.088% among 360,000. AID 588819; in the data active means activation above about 19%, passing the limit was not always enough
Target sequence (P11229 whole entry, looked up): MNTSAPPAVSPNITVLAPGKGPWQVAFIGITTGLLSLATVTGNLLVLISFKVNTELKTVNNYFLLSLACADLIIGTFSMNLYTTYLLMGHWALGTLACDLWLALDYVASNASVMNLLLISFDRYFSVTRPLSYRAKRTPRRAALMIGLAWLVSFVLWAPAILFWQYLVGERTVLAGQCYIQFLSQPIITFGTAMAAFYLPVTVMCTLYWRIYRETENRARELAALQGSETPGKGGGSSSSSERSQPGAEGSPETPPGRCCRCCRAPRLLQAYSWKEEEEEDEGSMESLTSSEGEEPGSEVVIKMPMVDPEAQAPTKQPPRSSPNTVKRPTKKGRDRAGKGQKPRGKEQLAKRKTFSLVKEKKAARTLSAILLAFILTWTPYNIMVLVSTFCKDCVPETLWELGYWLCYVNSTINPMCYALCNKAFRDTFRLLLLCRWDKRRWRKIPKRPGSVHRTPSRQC
OXTR ag: agonists of human oxytocin receptor. AID 2435. hit rate 0.32% among 320,000. activation, % at 3 µM. P30559. CHO-OTR cells, Fluo-8 calcium fluorescence; normalized: DMSO 0%, oxytocin 100%;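 active means activation above the mean of all tested compounds plus 3 SD, cutoff set per screening run, cut at about 20% in these data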;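 further: peak over basal fluorescence ratio from a 100 s FLIPR kinetic read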
TAAR1 ag: human TAAR1 agonism; hit rate 0.99% among 360,000; CHO RD-HGA16 TAAR1, Fluo-8 calcium fluorescence; vehicle wells 0%, saturating PEA agonist 100%; activation, % at 3 µM;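 active means activation above the mean activation of all test compounds in the run plus 3 SD, cut at about 38% in these data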
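Repeats: no replicates (n 1) | Material: CHO-derived RD-HGA16 cells with stable Gα16 and human TAAR1 | Technique: Kinetic Fluo-8 calcium fluorescence | Schedule: 17-24 h seeding, 75 min 37 °C dye, 30 min RT | Evaluation: % activation from peak over basal fluorescence ratio, DMSO-to-PEA scaled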
CHRM1 agonist: activates human CHRM1 receptor; CHO-K1 hM1, Fluo-8 calcium fluorescence, agonist mode; 0% DMSO, 100% acetylcholine EC100; activation, % at 3 µM; P11229; hit rate 0.33% among 360,000;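 active means activation above the run's mean compound activation plus 3 SD, cut at about 16% in these data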;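 further: peak over basal fluorescence ratio within a 140 s kinetic read after compound addition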
M1 antag: blocks human M1 muscarinic receptor. hit rate 1.3% among 360,000. AID 588852. inhibition, % at 3 µM. CHO-K1 hM1, Fluo-8 calcium fluorescence, ACh EC80 antagonist;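 active means percent inhibition above its own plate's cutoff, namely the mean of that plate's compound wells plus 3 SD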;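 further: peak over basal fluorescence ratio during 140 s after agonist addition; 0% = ACh EC80 plus DMSO and 100% = DMSO alone without agonist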
V1R ag counter: counter-screen for oxytocin receptor agonists: human V1a receptor agonists; hit rate 0.25% among 320,000; P37288; CHO-V1R cells, Fluo-8 calcium fluorescence, agonist mode; 0% DMSO, 100% 3 nM vasopressin; activation, % at 3 µM;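 active means activation above the mean activation of all tested compounds plus 3 SD, per screening run, cut at about 20% in these data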;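 further: signal is peak over basal fluorescence ratio across a 100 second FLIPR read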
Starred values were filed as active, the others as inactive; nt = no result given; & = joins results of further samples.

# | compound | CHO parental Ca | OXTR potentiate | TAAR1 antag | M1 PAM | OXTR ag | TAAR1 ag | CHRM1 agonist | M1 antag | V1R ag counter
1 | COc1ccc(/C=C2\SC(=O)N=C2N)cc1OC | -10 | -8 | -13 | 4 | -0.5 | 2 | -7 | 1 | -0.1
2 | CCOC(=O)C1CCN(Cc2cnc(Oc3ccc(N)cc3)s2)CC1 | -13 | 2 | -11 | 0 | 1.3 | 17 | -7 | 0 | 1.7
3 | O=C(CCc1ccccc1)OCC(=O)c1ccc(Br)cc1 | -5 | -3 | -14 | 16 | -1.8 | 3 | -9 | -8 | -0.5
4 | Cc1nnc(SCC(=O)NCc2cccs2)[nH]c1=O | -1 | 3 | -10 | 4 | 0.6 | 8 | -1 | -3 | 0.3
5 | CCCn1c(SCC(=O)Nc2ccccc2Cl)n[nH]c1=O | -9 | -3 | 3 | 6 | 1.4 | -1 | -2 | -8 | 1.3
6 | O=C(NC(=O)N1CCCCC1)c1ccc(Cl)cc1 | 1 | -5 | 0 | 10 | 0.3 | 0 | 0 | -10 | 0.4
7 | Nc1ncnc2c1ncn2-c1ccccc1Cl | nt | nt | -10 | 4 | nt | 3 | -4 | -11 | nt
8 | COc1ccc(N(CC(=O)Nc2ccccc2SC)S(C)(=O)=O)cc1OC | -3 | -5 | 3 | 12 | 0.5 | 3 | -2 | -11 | 0.1
9 | COC(=O)c1ccc(NC(=S)NC(=O)c2c(Cl)cnn2C)cc1 | -14 | -6 | 13 | 5 | -0.5 | 10 | -10 | -7 | 0.0
10 | Cc1nc(Nc2ccccc2)[nH]c(=O)c1CCC(C)C | -8 | -14 | 5 | 5 | 0.5 | 6 | -4 | 1 | 3.0
11 | CC(=O)Nc1ccc(NC(=O)CSc2nnc(NC(=O)c3ccco3)s2)cc1 | -7 | -1 | -12 | 12 | 0.1 | 3 | 2 | -10 | -0.7
12 | CCN(CC)S(=O)(=O)c1cccc(-c2nnc(-c3ccc(C)cc3)o2)c1 | -13 | -7 | 11 | 5 | 0.1 | 12 | -3 | -2 | 0.7
13 | COc1cc(/C=C/C(=O)O)cc(S(=O)(=O)NC2CC2)c1OC | -11 | -4 | -14 | 7 | 0.6 | 1 | -3 | -5 | -0.1
14 | ClC(CCN1CCN(Cc2ccccc2)CC1)c1ccccc1 (configuration not stated) | -4 | 4 | -14 | 12 | 0.1 | 4 | -7 | -17 | 0.0
15 | COCCN(C(=O)CSc1ncc(C(F)(F)F)cc1Cl)c1c(N)n(Cc2ccccc2)c(=O)[nH]c1=O | -15 | 0 | -2 | 9 | -0.3 | -1 | -4 | -8 | 0.5
16 | CN(C)CCCN(C(=O)COc1ccc(Cl)cc1)c1nc2c(F)cccc2s1 | -12 | -6 | 0 | 6 | 5.1 | 1 | -2 | -7 | 1.1
17 | CCN(CC)CCCNC(=O)Cn1cnc2sc(C)c(S(=O)(=O)N3CCN(c4ncccn4)CC3)c2c1=O | -16 | 3 | -6 | 9 | -0.3 | 5 | -14 | -5 | -0.3
18 | O=C(COC(=O)c1cncc(Br)c1)Nc1ccc(S(=O)(=O)N2CCOCC2)cc1 | nt | nt | 6 | 12 | nt | 1 | -4 | -8 | nt
19 | COc1ccc(N(CC(=O)N2CCc3ccccc3C2)S(C)(=O)=O)cc1OC | -2 | 1 | -8 | -2 | 1.1 | 51* | -3 | 9 | 0.5
20 | OCC1OC(n2cnc3c(NC4CCCC4)ncnc32)C(O)C1O (configuration not stated) | -4 | -6 | 6 | 1 | 1.2 | 1 | 4 | -23 | 0.1

Two of the compounds above, with two lines to a compound.
Value order – CHO parental Ca	OXTR potentiate	TAAR1 antag	M1 PAM	OXTR ag	TAAR1 ag	CHRM1 agonist	M1 antag	V1R ag counter
(12) CCN(CC)S(=O)(=O)c1cccc(-c2nnc(-c3ccc(C)cc3)o2)c1
  -13	-7	11	5	0.1	12	-3	-2	0.7
(13) COc1cc(/C=C/C(=O)O)cc(S(=O)(=O)NC2CC2)c1OC
  -11	-4	-14	7	0.6	1	-3	-5	-0.1

In the list so far, four have an aryl methoxy group:
# | compound | CHO parental Ca | OXTR potentiate | TAAR1 antag | M1 PAM | OXTR ag | TAAR1 ag | CHRM1 agonist | M1 antag | V1R ag counter
1 | COc1ccc(/C=C2\SC(=O)N=C2N)cc1OC | -10 | -8 | -13 | 4 | -0.5 | 2 | -7 | 1 | -0.1
8 | COc1ccc(N(CC(=O)Nc2ccccc2SC)S(C)(=O)=O)cc1OC | -3 | -5 | 3 | 12 | 0.5 | 3 | -2 | -11 | 0.1
13 | COc1cc(/C=C/C(=O)O)cc(S(=O)(=O)NC2CC2)c1OC | -11 | -4 | -14 | 7 | 0.6 | 1 | -3 | -5 | -0.1
19 | COc1ccc(N(CC(=O)N2CCc3ccccc3C2)S(C)(=O)=O)cc1OC | -2 | 1 | -8 | -2 | 1.1 | 51* | -3 | 9 | 0.5

The results go on.
# | compound | CHO parental Ca | OXTR potentiate | TAAR1 antag | M1 PAM | OXTR ag | TAAR1 ag | CHRM1 agonist | M1 antag | V1R ag counter
21 | C=CCNCCCCOc1ccc(C)cc1[N+](=O)[O-] | -12 | -12 | -6 | 6 | 0.2 | 20 | -5 | 6 | 0.5
22 | O=C(NC1CCCCC1)NC12CC3CC(CC(C3)C1)C2 | -3 | 0 | -5 | 10 | -1.2 | 11 | -8 | -17 | -0.3
23 | O=C(Cn1ncc2c1-c1ccccc1OC2)N1CCN(Cc2ccccc2)CC1 | -2 | -4 | 6 | 4 | 2.3 | 2 | 1 | -4 | 3.5
24 | Cc1nc(CCNC(=O)CC2C(=O)NCCN2Cc2ccoc2)nc2c1CCCC2 (configuration not stated) | -9 | 1 | -6 | 3 | 0.3 | 1 | -6 | 0 | 1.1
25 | COc1ccc(CNCCC(c2ccc(F)cc2)c2ccc(OC(C)C)cc2)cc1OC (configuration not stated) | 5 | -6 | -21 | 11 | 11 | 13 | 0 | -14 | 5.0
26 | OCC(CO)c1cnnc2ccccc12 | nt | nt | 0 | 4 | nt | 2 | -1 | -11 | nt
27 | CCCCN(C(=O)CSc1nc(CCC)cc(=O)[nH]1)c1c(N)n(Cc2ccccc2)c(=O)[nH]c1=O | -23 | 2 | -16 | 8 | -0.1 | 0 | -3 | -15 | 0.8
28 | COc1ccccc1N1CCN(CCN(C(=O)C2CCCCC2)c2ccccn2)CC1 | -8 | -3 | 0&-18 | 5&1 | -1.3 | 0&6 | -6&-4 | -41&-22 | -0.6
29 | CN(Cc1ccccc1)C(=O)CSc1nc2ccccc2[nH]1 | -2 | -5 | 7 | 7 | 2.2 | -1 | -2 | -6 | 2.2
30 | CCC/C(=N\NC(=O)c1ccc(CSc2nncn2C)cc1)c1ccccc1 | -10 | 0 | -26 | 8 | -0.8 | 3 | -10 | -6 | 1.0
31 | C[C@@]12CCC=C[C@H]1[C@H](c1ccc3ccccc3c1)N(Cc1ccccc1)C2=O | -28 | -6 | -4 | 3 | 2.2 | 1 | -2 | -4 | -0.8
32 | Cc1ccc(NC(=O)C2CCC(=O)N2C(=O)OCc2ccccc2)cc1 (configuration not stated) | -19 | -4 | 1 | 2 | 1.1 | -4 | -4 | 1 | -1.6
33 | CC(=O)Nc1ccc(S(=O)(=O)N(C)CC(=O)OCC(=O)N2CCc3ccccc32)cc1 | -14 | -3 | -17 | 4 | -2.0 | 2 | -7 | -2 | -0.2
34 | Cc1noc(C)c1C(=O)OCC(=O)Nc1cccc(S(N)(=O)=O)c1 | 9 | -5 | 8 | 8 | 0.0 | 8 | -4 | 2 | 0.2
35 | COc1cccc(-c2cc(C(=O)Nc3cnn(Cc4ccc(F)cc4)c3)no2)c1 | -1 | 1 | 47 | 6 | 0.8 | 46* | -4 | -5 | 1.8
36 | COc1ccc(S(=O)(=O)N2CCCC2C(=O)Nc2nc3c(s2)CCCC3)cc1 (configuration not stated) | -36 | -2 | 1 | 5 | 2.1 | 1 | -3 | -20 | 4.4
37 | COc1ccc(Br)cc1CNC(=O)Cc1c(C(=O)O)[nH]c2ccc(Cl)cc12 | -8 | -4 | -14 | 10 | 0.1 | 11 | -13 | -9 | 0.6
38 | COc1ccccc1-n1cnc2cc(NC(=O)c3ccco3)ccc21 | -17 | -5 | -2 | -3 | 2.9 | 12 | -4 | 5 | 1.2
39 | CCOc1ccccc1CNC(=O)C1Cc2cc(S(=O)(=O)N3CCCCC3)ccc2N1C(C)=O (configuration not stated) | -12 | 3 | -11 | 7 | -1.9 | 4 | 2 | -9 | -0.6
40 | O=C(CSc1nc(-c2ccc(F)cc2)cc(C(F)(F)F)n1)NCc1cccs1 | -16 | 1 | -11 | -5 | -1.3 | 5 | -4 | 4 | -0.8
41 | Nc1c(C(=O)Nc2cccc(Cl)c2Cl)sc2nc(-c3cccnc3)ccc12 | -10 | -6 | 12 | 5 | 0.5 | 1 | -1 | -6 | 0.1
42 | COc1ccc(CC(=O)NCC(=O)Nc2ccccc2Br)cc1 | -18 | -7 | 7 | 5 | 0.5 | -3 | -1 | -9 | -0.1
43 | CC(=O)C(Sc1nnnn1-c1ccccc1)C(C)=O | -1 | -7 | -35 | 10 | -0.1 | 0 | -1 | -4 | 0.8
44 | COc1ccccc1C1C(C#N)=C(N)Oc2cc(C)n(CCCn3ccnc3)c(=O)c21 (configuration not stated) | -7 | 7 | 4 | 0 | 2.3 | 3 | -4 | 4 | -0.3
45 | O=C(Nc1cc(S(=O)(=O)N2CCOCC2)ccc1N1CCOCC1)c1ccc(S(=O)(=O)N2CCCCC2)cc1 | 7 | -8 | -8 | 8 | -1.6 | 0 | -7 | -14 | 0.4
46 | COC(=O)c1cc2nc(-c3ccc(OC)cc3)cc(C(F)(F)F)n2n1 | -7 | -8 | 0 | 4 | 0.5 | 1 | -2 | -8 | 0.2
47 | c1cc(-c2nsc(-c3ccncc3)n2)ccn1 | -4 | -1 | -28 | 1 | 0.2 | 0 | -3 | -9 | 1.1
48 | COc1cc(C#N)ccc1OCC(=O)c1ccc2c(c1)OCCO2 | -10 | -10 | 8 | 4 | 0.5 | 8 | -4 | -7 | -0.2
49 | CC(O)(c1cccc(F)c1)c1nc(-c2cccc(C#N)c2)cs1 (configuration not stated) | nt | nt | 7 | -1 | nt | -1 | -4 | -6 | nt
